Source: PubChem
ABCG2 block: blocks JC-1 efflux by human ABCG2 transporter | Q9UNQ0 | IgMXP3 cells, flow cytometry | inhibition, % at 6.6 µM | actives 0.1% (n = 190,000);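 active means inhibition above 80%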;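 further: 0% = DMSO and 100% = nicardipine control wells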
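Incubation: cells with compound and JC-1, 10 min at 25 °C, rotating, no wash / Test system: IgMXP3 (ABCG2) plus far-red-tagged CCRF-Adr (ABCB1) cells / Compound dosing: one concentration, 6.6 µM final / Also added: JC-1 fluorescent substrate / Evaluation: efflux inhibition in percent versus controls / Detection: flow cytometry, 530 nm JC-1 signal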
ABCB1 block: blocks JC-1 efflux by human ABCB1 transporter. inhibition, % at 6.6 µM. AID 1326. P08183. CCRF-Adr cells, flow cytometry. actives 0.067% (n = 190,000); in the data active means inhibition above about 40%;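 further: 0% = vehicle and 100% = reference inhibitor; higher value means more JC-1 retained so stronger ABCB1 efflux block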
Bcl-2 Bim block: human Bim-Bcl-2 interaction inhibition. actives 0.06% (n = 190,000). Bead-based flow cytometry, Bim peptide-Bcl-2 binding. inhibition, % at 10 µM. P10415; in the data active means inhibition above about 40%; inconclusive means no clear call, values can overlap the other calls;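 further: 0% = no compound wells with probe peptide and 100% = reference peptide inhibitor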
Bim-Bfl-1: disrupts Bim binding to human Bfl-1. AID 1008. actives 0.12% (n = 190,000). inhibition, % at 10 µM. Bead-based flow cytometry, Bim-Bfl-1 binding inhibition. Q16548;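 further: 0% = wells without compound plus tracer and 100% = blocker peptide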
RGS7-Gao reg: regulators of human RGS7-Galphao interaction; binding response (% of control), % at 10 µM; actives 0.35% (n = 220,000); Multiplexed bead flow cytometry, RGS7-Galphao binding; actives lie on both sides; AID 1439; in the data active means binding response below about 49% or above about 150%; inconclusive means no clear call, values can overlap the other calls; inactive means in between;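 further: fluorescent Galphao held in activated GDP-AlF4 state binding bead-coupled RGS7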
Target sequence (P09471 whole entry, looked up): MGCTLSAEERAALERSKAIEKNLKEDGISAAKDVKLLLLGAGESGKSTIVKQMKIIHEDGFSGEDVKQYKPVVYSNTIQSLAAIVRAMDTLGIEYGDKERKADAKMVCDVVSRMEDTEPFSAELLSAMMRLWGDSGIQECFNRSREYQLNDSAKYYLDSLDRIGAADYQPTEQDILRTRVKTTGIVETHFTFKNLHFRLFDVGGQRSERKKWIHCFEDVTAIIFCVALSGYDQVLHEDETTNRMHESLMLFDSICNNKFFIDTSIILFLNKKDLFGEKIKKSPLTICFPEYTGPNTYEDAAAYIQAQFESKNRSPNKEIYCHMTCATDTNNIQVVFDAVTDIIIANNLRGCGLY
RGS4-Gao reg: human RGS4-Galphao interaction regulation; binding response (% of control), % at 10 µM; actives 0.33% (n = 220,000); Multiplexed bead flow cytometry, RGS4-Galphao binding; actives lie on both sides; AID 1415; in the data active means binding response below about 49% or above about 150%; inactive means in between;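 further: fluorescent Galphao activated with aluminum fluoride binding bead-coupled RGS4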
Avidin bead fluor: avidin bead compound fluorescence profile; actives 0.38% (n = 220,000); fluorescence (KMESF) at 10 µM; Avidin beads, compound fluorescence 488/530 nm, flow cytometry; hits give high values; in the data active means fluorescence above about 47; further: inactives centre near 10
GSH bead fluor: compound fluoresces at 488/530 nm on GSH beads; actives 0.25% (n = 190,000); fluorescence (KMESF) at 10 µM; GSH beads flow cytometry, compound fluorescence 488/530 nm; hits give high values; in the data active means fluorescence above about 89;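 further: glutathione beads carrying GST-tagged Bcl family fusion proteins plus one bare bead set; values are compound well signal with DMSO vehicle wells as background; inactives centre near 16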
Bcl-XL Bim block: disrupts Bim peptide binding to human Bcl-XL; Q07817; bead flow cytometry, fluorescence; inhibition, % at 10 µM; actives 0.04% (n = 190,000); AID 1007
Target sequence (Q07817 whole entry, looked up): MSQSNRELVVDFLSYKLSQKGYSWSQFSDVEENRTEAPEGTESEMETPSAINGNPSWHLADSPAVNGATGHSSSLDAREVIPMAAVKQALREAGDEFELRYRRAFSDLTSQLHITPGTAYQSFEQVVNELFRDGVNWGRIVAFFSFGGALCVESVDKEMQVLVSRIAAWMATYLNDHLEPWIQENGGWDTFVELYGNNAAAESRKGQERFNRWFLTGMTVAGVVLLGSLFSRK
Bcl-B Bim block: inhibitors of Bim-Bcl-B interaction, human; bead-based flow cytometry, Bim peptide-Bcl-B binding; AID 951; actives 0.073% (n = 190,000); inhibition, % at 10 µM;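 further: 0% = tracer peptide without compound and 100% = reference inhibitor peptide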
Bim-Bcl-W: inhibitors of Bim-Bcl-W interaction, human | actives 0.02% (n = 190,000) | inhibition, % at 10 µM | bead-based flow cytometry, Bim peptide-Bcl-W binding;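 further: 0% = bound tracer without compound and 100% = peptide blocker; higher means less fluorescent Bim peptide bound to Bcl-W beads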
Target sequence (Q92843 whole entry, looked up): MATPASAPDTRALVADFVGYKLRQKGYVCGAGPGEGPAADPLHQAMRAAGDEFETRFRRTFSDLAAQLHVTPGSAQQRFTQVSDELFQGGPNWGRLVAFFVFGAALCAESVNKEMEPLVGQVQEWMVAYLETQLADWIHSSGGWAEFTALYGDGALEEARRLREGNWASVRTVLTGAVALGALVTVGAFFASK
An asterisk follows results filed as active; ? = inconclusive; [ ] = remark or other dose. Unless noted, no stated cut-off is given here; in the data, active means inhibition above about 40%. Compounds were not picked by outcome. Share with any hit: about 1.3%.

ABCG2 block,ABCB1 block,Bcl-2 Bim block,Bim-Bfl-1,RGS7-Gao reg,RGS4-Gao reg,Avidin bead fluor,GSH bead fluor,Bcl-XL Bim block,Bcl-B Bim block,Bim-Bcl-W,Structure
1.4,0.4,-1.0,-3.0,90.3,87.3,25,8,2.0,2.0,-1.0,CN(C)c1ccc(C=Nc2ccccc2)cc1
-4.2,-1.2,2.0,4.0,101.8,97.7,21,12,0.0,-12.0,4.0,CC(C)Oc1ccc(CCc2n[nH]c(=S)n2-c2ccccc2)cc1
1.1,0.8,-2.0,-7.0,101.6,101.9,6,24,0.0,-3.0,3.0,COc1ccc(OC)c(NC(=O)C2CCCN2C(=O)C2CCC(C)CC2)c1 (stereo unspecified)
15.8,-1.1,11.0,3.0,105.6,103.5,21,20,9.0,7.0,7.0,Cc1cccc(NC(=O)CSc2nnc(-c3ccccc3)n2N)c1C
2.2,0.1,-5.0,-4.0,100.3,102.2,4,18,-15.0,-19.0,-12.0,CC1(C(=O)NC(=S)N(Cc2ccccc2)c2ccccn2)CC1(Cl)Cl (stereo unspecified)
0.7,-0.2,-1.0,-5.0,97.3,98.6,5,12,0.0,-3.0,-1.0,CCOC(=O)NN1C(=O)c2ccccc2NC1C (stereo unspecified)
12.3,0.6,-14.0,-6.0,91.3,99.0,12,16,-3.0,-7.0,0.0,CC1=NN(c2ccc(Cl)c(C(=O)O)c2)C(=O)C1
1.6,0.3,-3.0,-5.0,101.0,106.1,20,10,0.0,-7.0,0.0,Cc1cc(C(=O)NP(=O)(N2CC(C)OC(C)C2)N2CC(C)OC(C)C2)c(C)n1C1CC1 (stereo unspecified)
15.2,0.8,-8.0,-12.0,99.8,99.0,13,33,-3.0,-10.0,0.0,CC1(C)OC(=O)C(=CNc2ncccn2)C(=O)O1
1.7,1.4,-1.0,0.0,99.7,103.4,9,12,-1.0,-3.0,1.0,CCCCCCC(=O)Nc1c2c(nc3ccccc13)N(C)CC2
17.1,1.2,-1.0,-6.0,102.5,107.1,10,12,-3.0,-1.0,-2.0,Cc1cc(-c2ccc(Br)cc2)n[nH]1
-4.3,-2.9,-11.0,-10.0,107.5,105.6,7,23,-1.0,-6.0,2.0,Cc1cccc(C)c1Nc1nc2ccccc2o1

(next part)
ABCG2 block,ABCB1 block,Bcl-2 Bim block,Bim-Bfl-1,RGS7-Gao reg,RGS4-Gao reg,Avidin bead fluor,GSH bead fluor,Bcl-XL Bim block,Bcl-B Bim block,Bim-Bcl-W,Structure
4.8,1.2,0.0,-1.0,97.5,101.0,10,23,-2.0,-6.0,-2.0,CC(C)(C)NC(=O)NC12CC3CC(CC(C3)C1)C2
1.7,0.5,-5.0,-8.0,109.3,108.8,6,34,0.0,-8.0,-3.0,O=c1[nH]c2cccnc2n1Cc1ccccc1
2.5,0.8,0.0,-5.0,98.8,98.8,13,64,-3.0,-3.0,-2.0,COc1ccc2[nH]c(=O)c(CN(C(=O)c3cccnc3)c3ccc(C)cc3)cc2c1
1.3,0.2,-34.0,-15.0,642.5*[activator],842.1*[activator],175*,119*,-20.0,-18.0,-9.0,CC(C)(C)c1ccc(C(=O)NNc2cc(N3CCCCC3)nc(N3CCCCC3)n2)cc1
8.1,1.2,-11.0,-12.0,90.1,96.0,7,20,-2.0,-3.0,-1.0,Cc1nc2c(C)cccn2c1C(=O)c1ccccc1
0.3,-0.1,-7.0,-10.0,95.4,97.9,6,26,-9.0,-8.0,-2.0,O=C(CCn1c(=O)[nH]c2ccsc2c1=O)N1CCc2ccccc2C1
4.6,0.4,-2.0,1.0,88.9,97.9,7,9,0.0,27.0,-1.0,S=C(Nc1ccccc1)N1CCn2cccc2C1c1cccnc1 (stereo unspecified)
1.4,1.0,-13.0,-16.0,100.3,99.3,15,19,-12.0,-9.0,-5.0,Cc1ccc(C)c(CS(=O)(=O)c2cn(CC(=O)N3CCCCC3)c3ccccc23)c1
25.1,3.1,-16.0,-12.0,102.1,101.5,8,44,-8.0,-35.0,3.0,Cc1cc(C(F)F)n2ncc(C(=O)NCCc3ccc(Cl)cc3)c2n1
-0.3,-0.4,-6.0,-12.0,101.2,98.9,6,4,-5.0,-4.0,-6.0,C=CC(C)n1c(Br)nc2c1c(=O)[nH]c(=O)n2C (stereo unspecified)
9.1,1.9,-11.0,-11.0,106.0,101.9,17,19,-4.0,-7.0,1.0,CCOC(=O)c1ccc2c(c1)nc(SCC(=O)N1CCCCC1)n2CC
1.4,0.4,-1.0,-4.0,101.2,101.6,9,15,0.0,-1.0,1.0,CS(=O)(=O)N1CCN(Cc2ccccc2C(F)(F)F)CC1

A different layout for some results above:
Screens in order: ABCG2 block	ABCB1 block	Bcl-2 Bim block	Bim-Bfl-1	RGS7-Gao reg	RGS4-Gao reg	Avidin bead fluor	GSH bead fluor	Bcl-XL Bim block	Bcl-B Bim block	Bim-Bcl-W
O=c1[nH]c2cccnc2n1Cc1ccccc1
→ 1.7	0.5	-5.0	-8.0	109.3	108.8	6	34	0.0	-8.0	-3.0
COc1ccc2[nH]c(=O)c(CN(C(=O)c3cccnc3)c3ccc(C)cc3)cc2c1
→ 2.5	0.8	0.0	-5.0	98.8	98.8	13	64	-3.0	-3.0	-2.0
CC(C)(C)c1ccc(C(=O)NNc2cc(N3CCCCC3)nc(N3CCCCC3)n2)cc1
→ 1.3	0.2	-34.0	-15.0	642.5*[activator]	842.1*[activator]	175*	119*	-20.0	-18.0	-9.0
Cc1nc2c(C)cccn2c1C(=O)c1ccccc1
→ 8.1	1.2	-11.0	-12.0	90.1	96.0	7	20	-2.0	-3.0	-1.0
O=C(CCn1c(=O)[nH]c2ccsc2c1=O)N1CCc2ccccc2C1
→ 0.3	-0.1	-7.0	-10.0	95.4	97.9	6	26	-9.0	-8.0	-2.0
S=C(Nc1ccccc1)N1CCn2cccc2C1c1cccnc1 (stereo unspecified)
→ 4.6	0.4	-2.0	1.0	88.9	97.9	7	9	0.0	27.0	-1.0
Cc1ccc(C)c(CS(=O)(=O)c2cn(CC(=O)N3CCCCC3)c3ccccc23)c1
→ 1.4	1.0	-13.0	-16.0	100.3	99.3	15	19	-12.0	-9.0	-5.0

Going on with the list.
ABCG2 block,ABCB1 block,Bcl-2 Bim block,Bim-Bfl-1,RGS7-Gao reg,RGS4-Gao reg,Avidin bead fluor,GSH bead fluor,Bcl-XL Bim block,Bcl-B Bim block,Bim-Bcl-W,Structure
19.7,1.4,-6.0,-9.0,100.8,102.8,13,11,-3.0,-7.0,-1.0,COCCCNC(=O)Cn1c(=O)n(CCCCCC(=O)Nc2ccccc2)c(=O)c2sccc21
2.6,0.3,-3.0,-11.0,102.4,105.2,6,17,0.0,-8.0,3.0,CN1CCN(/N=C/c2nc(-c3ccc(Cl)cc3)n3ccccc23)CC1
-5.5,-0.8,0.0,1.0,89.0,87.9,7,27,2.0,-3.0,0.0,CCCCOC(=O)Nc1ccc(N(C)C)cc1
3.9,21.2,-1.0,0.0,95.3,94.5,5,10,-8.0,-8.0,-4.0,O=C(/C=C/c1ccc(Cl)cc1Cl)N1CCN(c2ccc([N+](=O)[O-])c(N3CCOCC3)c2)CC1
4.9,0.4,0.0,-2.0,96.3,99.3,11,18,-8.0,-2.0,0.0,C[C@@H](C(=O)Nc1ccc2ccccc2c1)[C@@H]1C[C@@]1(C)[C@@H](NC(=O)c1cccnc1)c1ccccc1
0.7,-0.3,1.0,-2.0,94.4,96.2,10,71,-3.0,0.0,-1.0,O=C(CCCSc1nc2ccccc2c(=O)[nH]1)c1ccccc1
-2.7,-0.3,-6.0,1.0,109.2,104.7,12,11,-2.0,-3.0,-3.0,Cc1ccc(OCC(=O)NNC(=O)C2CCCO2)c(C)c1 (stereo unspecified)
1.7,1.7,-3.0,-2.0,101.1,102.5,37,23,0.0,-2.0,-2.0,O=C1c2oc3ccccc3c(=O)c2C(c2ccccn2)N1Cc1ccccc1 (stereo unspecified)
-7.9,0.8,-6.0,-1.0,98.1,99.6,12,23,-7.0,-4.0,-3.0,COc1ccc(S(N)(=O)=O)cc1C(=O)NCCCN1CCN(c2ccccc2OC)CC1
-0.8,0.0,-3.0,-5.0,104.0,103.5,12,14,0.0,-2.0,1.0,Cc1cccc(N(C(=O)CCC(=O)Nc2cc(C)on2)C(C(=O)NC2CCCC2)c2ccc(C)o2)c1 (stereo unspecified)
5.2,0.1,-3.0,-4.0,99.2,100.1,9,8,-1.0,-1.0,3.0,CC(C)(C)C(=O)C[n+]1ccccc1
3.2,0.5,-10.0,-19.0,97.3,101.5,34,27,-8.0,-9.0,-4.0,O=C(Nc1ccc(F)cc1)c1cccnc1N1CCOCC1

(cont.)
ABCG2 block,ABCB1 block,Bcl-2 Bim block,Bim-Bfl-1,RGS7-Gao reg,RGS4-Gao reg,Avidin bead fluor,GSH bead fluor,Bcl-XL Bim block,Bcl-B Bim block,Bim-Bcl-W,Structure
-4.3,-0.5,-3.0,0.0,110.4,100.1,7,43,0.0,-10.0,3.0,CC(C)C(=O)N(c1cc2sc(=O)oc2c2ccccc12)S(=O)(=O)c1cccs1
4.5,1.0,-13.0,-18.0,111.4,97.6,65*,25,-5.0,-5.0,1.0,CC(=O)Nc1ccc(S(=O)(=O)N2CCN(c3ccccn3)CC2)cc1
7.1,1.0,0.0,2.0,101.8,102.5,19,9,-1.0,-2.0,1.0,Cc1cc(C)c(C#N)c(SCC(=O)c2ccc(Cl)cc2Cl)n1
9.2,1.4,-3.0,8.0,?,103.3,13,19,0.0,3.0,0.0,CCCCN(CC)C(=S)Nc1ccc2nc(N3CCN(C)CC3)cc(C)c2c1
